Screens (PubChem BioAssay)
GPR151 ag: activators of human GPR151, primary screen, cell-based, PathHunter beta-arrestin, luminescence; activation, % at 11.2 µM; AID 1508602, 2020; 1% of 650,000 active; PathHunter beta-arrestin GPR151 cells; G-protein coupled receptor 151 (Homo sapiens), Q8TDV0; in the data active means activation above about 4.9%;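 further: 0% = median of compound wells and 100% = cells with positive control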
Target sequence (Q8TDV0 whole entry, looked up): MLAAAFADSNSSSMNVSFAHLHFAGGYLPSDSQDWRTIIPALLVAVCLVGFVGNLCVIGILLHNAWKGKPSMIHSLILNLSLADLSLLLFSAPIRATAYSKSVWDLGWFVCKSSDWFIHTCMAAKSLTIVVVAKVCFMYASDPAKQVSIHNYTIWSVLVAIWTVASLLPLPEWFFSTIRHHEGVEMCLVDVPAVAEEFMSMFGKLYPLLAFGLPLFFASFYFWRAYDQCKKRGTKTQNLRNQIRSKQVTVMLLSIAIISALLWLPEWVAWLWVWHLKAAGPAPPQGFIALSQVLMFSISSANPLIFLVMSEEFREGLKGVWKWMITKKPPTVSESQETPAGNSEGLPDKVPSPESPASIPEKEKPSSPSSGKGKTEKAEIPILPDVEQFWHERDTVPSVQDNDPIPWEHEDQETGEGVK
TEAD-YAP block: TEAD-YAP interaction inhibition, primary screen, TEAD-YAP interaction inhibitor project, luminescence, HEK-TIYL cells. TEAD-Gal4/YAP UAS-luciferase luminescence. inhibition, % at 9.12 µM. 1.4% of 640,000 active. AID 1259422, 2018; in the data active means inhibition above about 32%;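 further: 0% = median of test compound wells and 100% = reference inhibitor wells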
FBW7 activator: FBW7 E3 ligase activators, primary screen, biochemical, AlphaScreen, human; F-box/WD repeat-containing protein 7 (Homo sapiens), Q969H0; AlphaScreen FBW7–phospho-cyclin E peptide binding, activator screen; normalized activity (activation), % at 26.1 µM; 0.13% of 650,000 active; AID 1259310, 2017; in the data active means normalized activity above about 1.9%;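 further: purified mutant Fbw7 with reduced substrate affinity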
Target sequence (Q969H0 whole entry, looked up): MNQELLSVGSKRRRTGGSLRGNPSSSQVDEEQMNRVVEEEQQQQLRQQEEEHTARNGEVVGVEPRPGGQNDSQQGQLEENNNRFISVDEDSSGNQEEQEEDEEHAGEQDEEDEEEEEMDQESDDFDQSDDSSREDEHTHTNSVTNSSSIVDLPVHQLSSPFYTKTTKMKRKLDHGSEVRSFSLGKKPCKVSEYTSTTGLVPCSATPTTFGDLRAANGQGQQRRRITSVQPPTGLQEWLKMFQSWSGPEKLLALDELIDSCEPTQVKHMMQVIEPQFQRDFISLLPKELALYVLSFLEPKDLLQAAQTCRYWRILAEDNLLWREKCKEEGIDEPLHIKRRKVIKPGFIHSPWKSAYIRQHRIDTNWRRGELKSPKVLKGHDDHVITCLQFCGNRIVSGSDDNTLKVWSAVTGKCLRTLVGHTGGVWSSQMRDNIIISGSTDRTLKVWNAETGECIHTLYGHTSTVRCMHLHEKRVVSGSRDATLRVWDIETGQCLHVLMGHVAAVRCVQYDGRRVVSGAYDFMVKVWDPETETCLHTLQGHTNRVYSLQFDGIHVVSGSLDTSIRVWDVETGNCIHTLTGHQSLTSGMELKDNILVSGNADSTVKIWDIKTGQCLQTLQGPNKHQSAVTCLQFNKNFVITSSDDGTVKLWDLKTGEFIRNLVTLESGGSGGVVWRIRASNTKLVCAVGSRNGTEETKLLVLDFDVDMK
MITF inh: MITF inhibitors, primary screen, biochemical, AlphaScreen, human | Microphthalmia-associated transcription factor (Homo sapiens), O75030 | AlphaScreen MITF homodimerization, bead proximity signal | inhibition, % at 2.6 µM | 0.91% of 650,000 active | AID 1259374, 2018; in the data active means inhibition above about 50%;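 further: 0% = vehicle wells with protein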
The depositor's hits bear a star.

SMILES | GPR151 ag | TEAD-YAP block | FBW7 activator | MITF inh
CC(=O)Nc1cc(NC(C)=O)cc(C(=O)NCC2(N3CCOCC3)CCCCC2)c1 | -0.5 | -4 | -0.1 | 12
CCOc1ccc2ccccc2c1C1NC(=O)N(C)C(C)=C1C(=O)OCCOC (centres undefined) | -0.5 | -2 | -0.1 | 9
O=C(Nc1cc(Cl)ccc1Cl)N[C@H]1C[C@H]2C(=O)N[C@H](Cc3ccccc3)C(=O)N2C1 | 0.5 | -11 | 0.3 | -6
NS(=O)(=O)c1ccc(NC(=O)CS(=O)(=O)Cc2ccccc2)cc1 | 0.2 | -3 | -0.1 | -8
O=C(CN1C(=O)C2C3C=CC(C4CC34)C2C1=O)Nc1cccc2ncccc12 (centres undefined) | -0.5 | 4 | 0.1 | -6
CCN(C(=O)c1ccco1)c1nc(-c2ccc(C)cc2)cs1 | -0.8 | -86 | -0.3 | -9
Cc1cc(C)cc(NC(=O)NC2CCN(CC(=O)NCc3ccccc3)CC2)c1 | 1.5 | -2 | 0.0 | -2
COc1cc(=O)n2c(c1C(=O)N1CCCC1)CCN(Cc1cn[nH]c1-c1ccccc1)CC2 | 0.2 | 7 | 0.1 | 6
COC(=O)C1=C(C)N(c2ccc(Br)cc2)C(=O)/C1=C\c1cccs1 | -0.9 | -7 | 0.7 | 25
CC(Cc1ccccc1)NC(=O)C1COc2ccccc2O1 (centres undefined) | -1.3 | -54 | 0.3 | -6
OCCC1CN(CC2CCCCC2)CCN1Cc1ccc(F)cc1 (centres undefined) | 1.3 | -2 | 0.0 | 8
CCC(=O)c1ccc(OCC(=O)N(C)CC(=O)Nc2cccc(F)c2)cc1 | 0.0 | 13 | 0.1 | -19
O=C(Cc1ccccc1)NNC(=O)c1cccc(Br)c1 | 0.6 | 12 | 0.2 | 17
O=C(NCCc1ccccc1)c1cc(S(=O)(=O)NCCc2ccccc2)ccc1F | -1.1 | -12 | 0.1 | 6
COc1ccc(C(N)C(=O)N2CCC(Nc3ccc4[nH]ncc4c3)CC2)cc1 (centres undefined) | 0.0 | -6 | -0.7 | 15
Cc1nc(N2CCC(C(N)=O)CC2)c2oc3ccccc3c2n1 | -1.4 | -10 | -0.2 | 3
COc1ccc(C(C(=O)NC(C)(C)C)N(C(=O)c2csnn2)c2cccc(C)c2)cc1 (centres undefined) | 0.4 | 11 | -0.1 | 20
Cc1nonc1NC(=O)CCN1CCCCCC1 | -0.3 | 6 | -0.1 | 9
CCCC(C(=O)OC)N1C(=O)C2C3C=CC(C3)C2C1=O (centres undefined) | 0.6 | 3 | 0.1 | -6
CCOc1cccc(NC(=O)C2CC(=O)N(C)C(=Nc3cccc(C(F)(F)F)c3)S2)c1 (centres undefined) | 1.5 | 6 | -0.1 | 3
O=C(CSc1ccccn1)Nc1ccc(-c2ccc(NC(=O)CSc3ccccn3)cc2)cc1 | 1.3 | 15 | -0.1 | 4
COCCn1c(C)cc(/C=C2\C(=O)NC(=O)N(Cc3ccco3)C2=O)c1C | 0.4 | -6 | -0.2 | 29
Cc1cc(=O)oc2cc(OCC(=O)OCC(=O)Nc3cccc([N+](=O)[O-])c3)ccc12 | -0.9 | 4 | -0.1 | 7
O=C1N[C@@H](CO)C(=O)N2CCN(C(=O)c3ccc(Cl)cc3)C[C@H]12 | -0.1 | -10 | -0.3 | -9
Cc1cc(/C=N/NC(=O)CC#N)c(C)n1-c1ccc(Cl)cc1 | 0.7 | 3 | -0.3 | 30
Cc1cccc(NC(=O)CCC2CCN(Cc3nccs3)CC2)c1 | 1.0 | -13 | -0.1 | -2
O=C(CCCCCn1c(=O)[nH]c2ccccc2c1=O)N1CCN(c2ccccn2)CC1 | 0.9 | 2 | 0.2 | 6
CC1C=CCC2C(=O)N(c3cccc(OC(=O)c4ccccc4F)c3)C(=O)C12 (centres undefined) | -0.4 | -3 | 0.7 | -5
COc1ccccc1CNC(=O)/C=C/c1ccccc1[N+](=O)[O-] | 0.2 | 16 | 0.4 | 10
CCN(CC)c1ccc2cc(-c3nnc(-c4ccc(Br)cc4)o3)c(=O)oc2c1 | -0.4 | -3 | 0.0 | -3
CC(=O)N=Nc1c(O)n(CC(=O)O)c2ccccc12 | 1.9 | 4 | 0.0 | 2
Cc1ccc(-n2nc3c(c2-n2cccc2)CN(C(=O)c2cnccn2)C3)cc1C | 2.6 | 0 | 0.0 | 20
O=C(CCCn1c(SCC(=O)NCCc2ccccc2)nc2cc3c(cc2c1=O)OCO3)NCc1ccc2c(c1)OCO2 | 0.2 | 11 | -0.1 | -3
N#C/C(=C/c1ccc2c(c1)OCCO2)c1ccc([N+](=O)[O-])cc1 | 0.6 | -19 | -0.4 | 3
CC1CCC(NS(=O)(=O)c2cc3c(cc2Cl)NC(=O)CO3)CC1 (centres undefined) | 0.1 | 1 | 0.0 | 1
NC(=O)c1c(NC(=S)NC(=O)c2ccccc2I)sc2c1CCCCCC2 | -1.3 | 4 | 0.0 | 0
Cc1cccc(NC(=O)c2ccc(=O)n(Cc3ccccc3C)c2)c1 | -1.3 | 8 | 0.9 | 15
COc1ccc(O)c(CN2CCN(CCc3ccccc3)C(CCO)C2)c1 (centres undefined) | -0.6 | 2 | 0.3 | 14
COC(=O)c1c(NC(=O)Cn2nc(C(F)(F)F)c(Br)c2C)sc2c1CCC(C(C)(C)C)C2 (centres undefined) | 0.8 | -2 | 0.1 | -10
Cc1ccc(S(=O)(=O)N2CCCC2NC(=O)Nc2nccs2)cc1 (centres undefined) | 3.6 | 3 | 0.2 | 4

The final 2 entries of the part before come first, to join the parts:
SMILES | GPR151 ag | TEAD-YAP block | FBW7 activator | MITF inh
COC(=O)c1c(NC(=O)Cn2nc(C(F)(F)F)c(Br)c2C)sc2c1CCC(C(C)(C)C)C2 (centres undefined) | 0.8 | -2 | 0.1 | -10
Cc1ccc(S(=O)(=O)N2CCCC2NC(=O)Nc2nccs2)cc1 (centres undefined) | 3.6 | 3 | 0.2 | 4
CN1CCN(c2ccc(-c3nc(NCCO)c4ncn(-c5ccsc5)c4n3)cc2)CC1 | -1.1 | 87* | 0.0 | 12
CS(=O)(=O)N1CCN(c2ccc3cccc(-c4ccccc4F)c3n2)CC1 | -1.5 | -2 | -0.1 | -12
CCCS(=O)(=O)c1c(S(=O)(=O)CCC)c2c(C)cc(C)cn2c1C(=O)c1ccc(Br)cc1 | -0.4 | 6 | -0.2 | -92
COC(=O)c1sc(=S)n(-c2ccc(C)cc2)c1N | 1.2 | -9 | -0.2 | 4
CC(=O)Nc1ccc(N/C=C/C(=O)c2ccc(Cl)cc2)cc1 | 2.3 | -15 | 0.0 | -24
CCCCNc1nc(SC(CC)C(=O)NCc2cccnc2)nc2ccccc12 (centres undefined) | -0.6 | -7 | 0.1 | 7
CCOc1cc(/C=C2/NC(=O)N(CC(=O)Nc3cccc(C)c3)C2=O)cc(Cl)c1OC | -0.7 | 3 | -0.1 | 23
Cc1cccc(N2C(=N)S/C(=C\c3cn[nH]c3-c3ccc(F)cc3)C2=O)c1 | 0.2 | -6 | -0.1 | 12
COc1ccc(/C=N/n2cnnc2)cc1COc1ccc([N+](=O)[O-])cc1 | 0.0 | 6 | 0.1 | -1
O=C(NC1CCN(Cc2ccccc2)CC1)c1cnc(N2CCN(Cc3ccc4c(c3)OCO4)CC2)s1 | -0.7 | 10 | -0.1 | 1
Cc1cccc(OCC(=O)N/N=C/c2ccc3ccccc3c2)c1 | 0.6 | -4 | 0.5 | -3
CC(=O)Nc1ccc(S(=O)(=O)n2cnc3ccccc32)cc1 | 2.1 | 6 | -0.2 | 4
CCc1ccc(S(=O)(=O)Nc2cc3c(C(=O)OCc4ccccc4)c(C)oc3c3ccccc23)cc1 | 1.1 | 1 | 0.0 | -6
FC(F)Oc1ccc(-c2n[nH]c(=S)o2)cc1 | 1.8 | 10 | 0.3 | 0
CC(=O)NC(C)c1nc2ccccc2n1Cc1ccc(Cl)cc1 (centres undefined) | 0.3 | 4 | -0.3 | -1
COc1ccc(NC(=O)C2C3C=CC4(O3)C2C(=O)N(Cc2ccc(F)cc2)C4C(=O)NC2CCCCC2)cc1 (centres undefined) | -0.2 | 5 | 0.0 | 6
COc1ccc(-c2ocnc2C(=O)N2CCN(c3cccc(C)c3)C(C)C2)cc1OC (centres undefined) | 0.3 | -3 | -0.1 | 13
CC1CCCN(CCCNc2c(-c3ccc(C(C)C)cc3)c(=O)c2=O)C1 (centres undefined) | -0.9 | 3 | -0.1 | 5
N[C@@H]1CC[C@H](c2nc3ccc(-c4ccncc4)cc3[nH]2)C1 | 2.1 | 3 | -0.1 | 8
Cc1cc(C)n(Cc2ccc(Cl)nc2)n1 | 0.0 | 1 | 0.0 | 2
COc1cc(OC)c(OC)cc1CN1CCN(Cc2cccc(Cl)c2)CC1 | -0.6 | -1 | 0.5 | 82*
Cc1ccc(-c2nnc(SCC(=O)N3CCc4ccccc43)o2)cc1C | 1.4 | 0 | 0.1 | 1
COc1ccc(CCNC(=O)COc2cc(=O)n3ccccc3n2)cc1 | 0.7 | 6 | 0.0 | 6
CCn1c(SCC(=O)NCc2ccccc2)nnc1C(CO)NC(=O)c1ccccc1 (centres undefined) | -0.9 | 6 | 0.0 | 6
COC(=O)c1c(C)[nH]c(C(=O)C(C)Nc2cc(Cl)ccc2OC)c1C (centres undefined) | 1.3 | 0 | 0.0 | -2
CCOC(=O)c1ccc(NC(=O)NNC(=O)CC(C)O)cc1 (centres undefined) | 0.7 | -2 | 0.1 | -8
O=C(Oc1ccc(N(C(=O)c2ccccc2)S(=O)(=O)c2ccc(Cl)cc2)c2ccccc12)c1ccccc1 | 0.1 | -1 | -0.1 | -5
CN1C(=O)/C(=N/OC(=O)c2ccccc2)c2ccccc21 | -0.8 | 4 | -0.1 | -2
Cc1cnc(-c2ccc(C(=O)N3CCN(C)CC3)cc2)nc1NCCOc1ccccc1 | -0.8 | 7 | 0.0 | 0
CCCCCCNC(=O)C(=O)NCCc1ccc(Cl)cc1 | 0.4 | -2 | 0.1 | 12
CC(OC(=O)c1ccc(N2CCCCC2)c([N+](=O)[O-])c1)C(=O)Nc1ccccc1[N+](=O)[O-] (centres undefined) | -0.4 | -2 | -0.4 | 34
CCOc1cc(/C=C2\N=C(c3ccc(Br)cc3)OC2=O)cc(I)c1OC(C)=O | 1.0 | 9 | 0.1 | 13
CCn1c(CNC(=O)c2cccc(C)c2)nnc1SCC(=O)NCCc1ccccc1 | -1.9 | -2 | -0.5 | 8
Cc1ccccc1C(=O)Nc1ccc(OCC(=O)O)cc1 | -0.2 | 8 | 0.0 | 13
COc1ccccc1N1CC(O)(c2ccc(F)cc2)[N+]2=C1CCCC2 (centres undefined) | 0.1 | 5 | -0.1 | -3
Cc1ccc(C2=NN(S(C)(=O)=O)C(c3ccccc3Cl)C2)cc1 (centres undefined) | -1.1 | -17 | -0.2 | 1
CC1=C(C(=O)OCCc2ccccc2)C(c2ccccc2F)CC(=O)N1 (centres undefined) | 1.2 | 3 | 0.0 | 2
c1ccc(Cn2nnc3c(NC45CC6CC(CC(C6)C4)C5)ncnc32)cc1 | 1.0 | -1 | 0.0 | 4
O=C(CNC(=S)N(Cc1ccccc1)Cc1cccnc1)NCCN1CCOCC1 | 1.9 | 2 | -0.2 | -5
CCOc1cc(C2Nc3ccccc3-c3nnc(SC)nc3O2)cc(Br)c1OCC (centres undefined) | 1.6 | 4 | -0.1 | -6
COC(=O)c1sccc1NC(=S)N1CCN(C)CC1 | 0.8 | -5 | -0.1 | 1

Of the compounds above, these contain an aryl methoxy group:
SMILES | GPR151 ag | TEAD-YAP block | FBW7 activator | MITF inh
COc1cc(=O)n2c(c1C(=O)N1CCCC1)CCN(Cc1cn[nH]c1-c1ccccc1)CC2 | 0.2 | 7 | 0.1 | 6
COc1ccc(C(N)C(=O)N2CCC(Nc3ccc4[nH]ncc4c3)CC2)cc1 (centres undefined) | 0.0 | -6 | -0.7 | 15
COc1ccc(C(C(=O)NC(C)(C)C)N(C(=O)c2csnn2)c2cccc(C)c2)cc1 (centres undefined) | 0.4 | 11 | -0.1 | 20
COc1ccccc1CNC(=O)/C=C/c1ccccc1[N+](=O)[O-] | 0.2 | 16 | 0.4 | 10
COc1ccc(O)c(CN2CCN(CCc3ccccc3)C(CCO)C2)c1 (centres undefined) | -0.6 | 2 | 0.3 | 14
CCOc1cc(/C=C2/NC(=O)N(CC(=O)Nc3cccc(C)c3)C2=O)cc(Cl)c1OC | -0.7 | 3 | -0.1 | 23
COc1ccc(/C=N/n2cnnc2)cc1COc1ccc([N+](=O)[O-])cc1 | 0.0 | 6 | 0.1 | -1
COc1ccc(NC(=O)C2C3C=CC4(O3)C2C(=O)N(Cc2ccc(F)cc2)C4C(=O)NC2CCCCC2)cc1 (centres undefined) | -0.2 | 5 | 0.0 | 6
COc1ccc(-c2ocnc2C(=O)N2CCN(c3cccc(C)c3)C(C)C2)cc1OC (centres undefined) | 0.3 | -3 | -0.1 | 13
COc1cc(OC)c(OC)cc1CN1CCN(Cc2cccc(Cl)c2)CC1 | -0.6 | -1 | 0.5 | 82*
COc1ccc(CCNC(=O)COc2cc(=O)n3ccccc3n2)cc1 | 0.7 | 6 | 0.0 | 6
COC(=O)c1c(C)[nH]c(C(=O)C(C)Nc2cc(Cl)ccc2OC)c1C (centres undefined) | 1.3 | 0 | 0.0 | -2
COc1ccccc1N1CC(O)(c2ccc(F)cc2)[N+]2=C1CCCC2 (centres undefined) | 0.1 | 5 | -0.1 | -3
